ALOX12 inh: inhibitors of human 12S-lipoxygenase ALOX12; P18054; purified 12hLO, xylenol orange hydroperoxide absorbance; Potency, µM (highest dose often 108 µM), without a hit: at the highest dose activity change, negative = inhibition, most hits filed as inhibitors; actives 1.1% (n = 580,000); AID 1671190; active = well fitted inhibition curve with a large enough effect; inconclusive = small, poorly fitted or top-dose-only effect, or another doubt; inactive = no such curve, though single readings can be large or run the other way
Target sequence (P18054 whole entry, looked up): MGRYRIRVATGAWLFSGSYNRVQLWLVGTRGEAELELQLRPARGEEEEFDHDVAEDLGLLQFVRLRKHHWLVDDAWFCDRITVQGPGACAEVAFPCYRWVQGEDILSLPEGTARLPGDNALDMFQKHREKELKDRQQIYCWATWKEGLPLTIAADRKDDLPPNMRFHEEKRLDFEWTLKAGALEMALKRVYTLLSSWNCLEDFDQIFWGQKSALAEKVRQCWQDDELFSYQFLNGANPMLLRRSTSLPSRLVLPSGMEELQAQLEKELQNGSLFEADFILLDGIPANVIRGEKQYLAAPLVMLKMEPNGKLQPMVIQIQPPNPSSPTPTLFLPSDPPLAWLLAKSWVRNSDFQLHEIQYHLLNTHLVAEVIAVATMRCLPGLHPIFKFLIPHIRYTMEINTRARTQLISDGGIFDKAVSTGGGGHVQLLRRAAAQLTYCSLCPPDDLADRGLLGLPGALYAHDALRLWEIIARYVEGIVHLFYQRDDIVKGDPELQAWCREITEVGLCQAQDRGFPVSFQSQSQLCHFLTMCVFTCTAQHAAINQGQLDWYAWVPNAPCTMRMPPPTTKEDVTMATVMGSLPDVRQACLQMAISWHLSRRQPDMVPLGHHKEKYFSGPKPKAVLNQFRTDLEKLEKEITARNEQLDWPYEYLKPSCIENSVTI
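Purified human 12hLO at 150 nM in 25 mM Hepes, 0.01% Triton X-100, pH 7.0, preincubated 15 min at room temperature with compound. Reaction started with 40 uM arachidonic acid, 30 min at room temperature. Hydroperoxide measured by Fe-xylenol orange, 573/405 nm absorbance ratio.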
The depositor's hits bear a star; ? = inconclusive; & = joins results of further samples; [ ] = remark or other dose. % is scaled to controls: 0 for no effect and ±100 for the full control effect; potency is read from the fitted curve at half-maximal effect.

| Compound | ALOX12 inh |
| --- | --- |
| O=C(Oc1ccccc1C(=O)O)c1ccccc1O | -10%[22.9 µM] |
| COC(=O)CC(N)c1ccccc1 (stereo unspecified) | 37% |
| O=C(c1ccccc1F)N1CCCN(c2nc3ncccc3o2)CC1 | 8% |
| Cc1ccc(NC(=O)Cn2cccc2-c2nc(-c3ccc4c(c3)OCO4)no2)cc1C | 1% |
| COc1ccccc1CNC[C@H]1O[C@@H]2C[C@@H](CC(=O)NC(C)C)O[C@@H]2[C@@H]1O | 31%[activator][176 µM] |
| CC(NC(=O)c1nccnc1N)c1ccccc1 (stereo unspecified) | ? |
| O=C(Nc1cccc(F)c1)N1CCCC2(C1)Nc1cccnc1NC2=NCc1ccccc1 (stereo unspecified) | 13% |
| COC(=O)c1cc2c(c3c4cc(C)ccc4n(C(=O)c4ccccc4)c13)C(=O)N(Cc1ccccc1)C2 | -11% |
| CCOc1ccc(CN2CCC(N3CCCC(C(=O)NC4CC4)C3)CC2)cc1 (stereo unspecified) | 85%[activator] |
| Nc1nnnn1Cc1nnc(SCc2cccc(Cl)c2)n1-c1ccccc1 | 83%[activator] |
| CCn1ccnc1CN1CC[C@H](N2CCN(C)CC2)[C@H](CCC(=O)O)C1 | 25% |
| CNC(=O)[C@@H]1CN(Cc2ccc(F)cc2F)C[C@H]1CO | 9% |
| CCCNc1c(NC(=O)NCc2ccc(C)cc2)c(=O)oc2ccccc12 | 3% |
| O=C(N[C@H]1CO[C@H]2[C@@H]1OC[C@@H]2n1nnnc1Oc1cccc(N2CCOCC2)c1)N1CCOCC1 | 19% |
| COc1cccc(CN2CCCC(O)(CN3CCSCC3)C2=O)c1 (stereo unspecified) | 12% |
| COC(=O)c1ccc(COc2ccc3c(=O)c(-c4ccccc4OC)c(C)oc3c2)cc1 | 13% |
| Cc1ncccc1C(=O)N1CC(=O)N(C2CCCCC2)CC(OCc2ccccc2)C1 (stereo unspecified) | 23% |
| Cc1cc(C)cc(CN2CCC3(CC2)Cc2ccccc2CNC3=O)c1 | -1%[6.33 µM] |
| COc1ccc(OC)c(C(C)NC(=O)CCc2cccs2)c1 (stereo unspecified) | ? |
| Cc1nc(C)c(C(=O)N2CCC3(CC2)CC(N2CCOCC2)CCO3)s1 (stereo unspecified) | ? |
| Cc1ccc(C(=O)N2C[C@@H](N)C[C@H]2C(=O)NC(C)C)cc1N1CCNC1=O | -9% |
| O=C(c1ccccc1F)N1CCN(C(=O)c2nnn3c2COC(c2ccccc2)C3)CC1 (stereo unspecified) | 19% |
| O=C(NC1CCN(c2cc(-c3cccs3)[nH]n2)CC1)c1cccc(F)c1 | 21% |
| CN1CCCN(CC(=O)N2CCN(C)C3(CCNC(=O)CC3)C2)CC1 (stereo unspecified) | 66%[activator] |
| COC(=O)[C@@H](C)NC(=O)[C@@H]1CN(C(=O)c2cccc(F)c2)CCN1C(=O)NC(C)C | 46%[activator][176 µM] |
| O=C(CSc1nccn1-c1cccc(C(F)(F)F)c1)Nc1cccc(F)c1 | -18% |
| COc1ccc(N(C)C(=O)CCc2c[nH]c3ccccc23)cc1OC | 7% |
| COCCNC(=O)[C@H]1C[C@H](Oc2ccccc2)CN1C(=O)C(C)C | 14% |
| COC[C@@H]1CN(c2cnccn2)C[C@H]1C(=O)NCCc1ccncc1 | 33% |
| COc1ccc(OCC(=O)N2CCC3(CC2)C(=O)NCCN3C)cc1 | 6% |
| CN1CCC2(C1)CN(CC1CCOCC1)c1ccc(C(=O)NCCCn3ccnc3)cc12 (stereo unspecified) | 4%[176 µM] |
| O=C1CCCCC(CNC(=O)c2ccncc2)N1 (stereo unspecified) | 12% |

Overlap with the part before: six compounds, followed by the next part.
| Compound | ALOX12 inh |
| --- | --- |
| COc1ccc(N(C)C(=O)CCc2c[nH]c3ccccc23)cc1OC | 7% |
| COCCNC(=O)[C@H]1C[C@H](Oc2ccccc2)CN1C(=O)C(C)C | 14% |
| COC[C@@H]1CN(c2cnccn2)C[C@H]1C(=O)NCCc1ccncc1 | 33% |
| COc1ccc(OCC(=O)N2CCC3(CC2)C(=O)NCCN3C)cc1 | 6% |
| CN1CCC2(C1)CN(CC1CCOCC1)c1ccc(C(=O)NCCCn3ccnc3)cc12 (stereo unspecified) | 4%[176 µM] |
| O=C1CCCCC(CNC(=O)c2ccncc2)N1 (stereo unspecified) | 12% |
| CCCNC(=O)N1CCCC(c2nc(CCOc3cccc(C)c3)no2)C1 (stereo unspecified) | -3% |
| CCn1cc(CN2CC[C@@H]3CN(S(C)(=O)=O)[C@@H]3C2)c(C)n1 | 14% |
| CC(NC(=O)NC12CC3CC(CC(C3)C1)C2)c1ccc(Br)cc1 (stereo unspecified) | -10% |
| COc1ccc(C(=O)CC2(O)C(=O)Nc3ccc(F)cc32)cc1 (stereo unspecified) | -6% |
| CN(C)c1ccc(-c2nnnn2[C@H]2CO[C@H]3[C@@H]2OC[C@H]3OC(=O)Nc2cccc(C#N)c2)cc1 | ? |
| O=C1NCCN2CC3(CCN(C(=O)CC4CCCCC4)CC3)CC12 (stereo unspecified) | 98%[activator] |
| C/C(=N/Nc1ccc([N+](=O)[O-])cc1)c1ccccn1 | ? |
| O=C(c1ccc2cc[nH]c2c1)N1CCC(C(=O)N2CCCCC2)CC1 | -11% |
| COc1ccc(-c2noc(-c3cc4ccc(OC(C)=O)cc4oc3=O)n2)cc1 | -3% |
| Cc1ccc(C(=O)c2c(C)c(CCC#N)n3ccccc23)cc1 | ? |
| O=C(OCc1ccccc1)N1CCOCC12CCN(Cc1ncccn1)CC2 | 16%[176 µM] |
| CC(=O)c1ccc(N2CCN(CC(=O)Nc3nc(-c4ccc(F)c(F)c4)cs3)CC2)cc1 | 2% |
| COc1ccc2cc(COC(=O)C3CCN(S(=O)(=O)c4ccccc4F)CC3)ccc2c1 | -2% |
| CC(C)(C)C(=O)c1c(N)[nH]c(C(=O)c2ccccc2)c1-c1ccccc1Br | -2% |
| Clc1cccc(Cc2c(-c3cccc(Cl)c3)nc3c4ccccc4ccn23)c1 | -28% |
| C=CC(=O)Nc1cccc(Oc2nc(Nc3ccc(N4CCN(C)CC4)cc3OC)ncc2Cl)c1 | ? |
| COc1ccc(CNC2(Cc3cc(C(=O)N4CCCCC4)on3)COC2)cc1 | ? |
| CCc1ccc(OC(=O)c2ccc(C)cc2)cc1 | -20% |
| CC(c1ccccc1)N1Cc2cc(NC(=O)Cc3cccs3)ccc2OCC1=O (stereo unspecified) | 14% |
| O=C(CC1NCCNC1=O)OC1CCCCC1 (stereo unspecified) | 11% |
| Cn1c(=O)n(CC(=O)N2CCCCCC2)c(=O)c2cc(S(=O)(=O)Nc3cccc(C#N)c3)ccc21 | 6% |
| Cc1ccc(C(=O)N2CCN(c3nc4ncccc4o3)CC2)cc1 | 44%&42%[activator][176 µM] |
| Nc1cc(S(=O)(=O)O)ccc1S(=O)(=O)O | ? |
| O=S(=O)(c1cccc(Cl)c1)N1CCN(Cc2coc(-c3cccs3)n2)CC1 | -28% |
| COC(=O)N1CCC2(CC1)CN(c1ccccn1)C2 | 2%[57.4 µM] |
| Cc1ccc(-c2csc3ncnc(Sc4nnc(C)s4)c23)cc1 | -5% |
| CN(C)S(=O)(=O)c1ccc(N2CCOCC2)c(C(=O)N2CCCc3ccccc32)c1 | -2% |
| O=C(CN1C(=O)NC2(CCCCC2)C1=O)N1CCN(c2ccc(F)cc2)CC1 | 0% |
| Cc1[nH]c2nc3ccccc3n2c(=O)c1Cc1ccccc1 | 1% |
| COc1cc2c(cc1OC)-c1c(c(C(=O)NCCN3CCOCC3)nn1-c1ccc(F)cc1)C2 | 12% |
| Cc1ccc(-c2nnc(SCC(=O)c3ccc4c(c3)NC(=O)CO4)o2)cc1C | 9% |
| O=C(Nc1ncc(-c2ccccc2)c2c1OCC2)c1cn[nH]c1 | 2%[176 µM] |
| O=C(NCc1ccco1)N1CCOc2ccc(CN3CCc4ccccc4C3)cc2C1 | 47%[activator] |
| CCCCCCCc1ccc(-c2ccc(OC(F)(F)F)cc2)nc1 | 47%[activator] |
| O=C(NC1CC1)c1ccc(NC(=O)c2cc(-c3ccco3)nc3ccccc23)cc1 | 10µM* |
| CCN(CCOC)Cc1cn(-c2ccc(F)cc2F)nc1-c1ccccc1C | 60%[activator] |
| CSc1ccccc1C(=O)NCCC1=CCCCC1 | -6% |
| COCCC(=O)N[C@H]1CC[C@]2(C)CCC([C@H](C)C(=O)NCc3cccs3)[C@H](O)[C@H]2[C@@H]1C (stereo partly specified) | 41%[activator] |
| CC(C)NC(=O)C1COC2(CCN(C(=O)c3ccc(F)cc3F)CC2)N1C(=O)c1ccccc1 (stereo unspecified) | 66%[activator] |
| O=C(c1ccc(Cn2cnnn2)cc1)N1CCOc2ccc(C(O)C3CCCCC3)cc2C1 (stereo unspecified) | ? |
| CC[C@H]1CN(S(=O)(=O)c2ccccc2)CC[C@H]1CC(=O)NC1CCCC1 | 23%[176 µM] |
| O=C(NC1CCNCC1)C1CCN(c2nc(-c3ccccc3)nc3c2CCC3)CC1 | 27% |
| COc1ccc2[nH]cc(CCNC(=O)C3CCCN(S(C)(=O)=O)CCC(=O)NCC3)c2c1 (stereo unspecified) | 18% |
| Cn1cnc2c1c(=O)n(CC(=O)Nc1ccc3c(c1)OCO3)c(=O)n2C | 23% |
| O=C(NCc1ccccc1)[C@H]1CCCN1C(=O)[C@H]1CCCN1C(=O)N1CCOCC1 | -8% |
| COc1ccc2nc([C@H]3CCN(Cc4cccnc4)C3)[nH]c2c1 | 28%[176 µM] |
| CCN(Cc1cccs1)C(=O)c1cccs1 | -32% |
| Cc1nc(CCCNC(=O)[C@H]2CNC[C@@H](C(=O)N3CCOCC3)C2)sc1C | 10% |
| COc1ccc(C2CC(=O)Nc3c2c(C)nn3-c2ccc(C)cc2)cc1O (stereo unspecified) | -13% |
| Cc1cnc2c(S(=O)(=O)NCC(C)N3CCOCC3)cccc2c1 (stereo unspecified) | 5% |
| COc1ccc(OC(=O)c2ccc(Br)cc2)c(C(C)=O)c1 | ? |
| Cc1nc(N2CCC(NC(=O)C(C)Oc3ccccc3)CC2)cc(C(F)(F)F)n1 (stereo unspecified) | 57%[activator] |
| Clc1ccc(Nc2nc(NCC3CCCO3)nc3c2cnn3-c2ccccc2)cc1 (stereo unspecified) | 0% |
| Cn1cc(-c2ccc3c(n2)CN(Cc2ccc(F)cc2)C(=O)CO3)cn1 | 28%[176 µM] |
| CC(=O)c1ccc(NC(=O)C(C)Sc2ccccc2C(=O)O)cc1 (stereo unspecified) | 16% |
| O=C(O)c1ccc2c(c1)N(S(=O)(=O)c1ccccc1F)CC2 | 1% |

More records
| Compound | ALOX12 inh |
| --- | --- |
| CCOCc1ccccc1CNS(=O)(=O)c1cc(Cl)cc(Cl)c1 | -27% |
| Cc1noc2nc(C(C)C)cc(C(=O)NC3CCCc4c3[nH]c3ccccc43)c12 (stereo unspecified) | 32µM* |
| CCCCNC(=O)C1CCN(C(=O)c2ncn3c2COC(c2ccccc2)C3)CC1 (stereo unspecified) | 54%[activator] |
| O=C(CC1CC1)N[C@@H]1CC[C@@H](CCNS(=O)(=O)c2ccc(F)cc2)O[C@@H]1CO | -10% |
| Cc1cc(NC(=O)c2cccc(F)c2)cc(-c2nc3ccccc3o2)c1O | -4% |
| CCOc1ccc(C2CC(c3ccccc3NS(C)(=O)=O)=NN2C(C)=O)cc1 (stereo unspecified) | 34%[activator] |
| CC(C)C(=O)NC(Nc1ccccc1)C(Cl)(Cl)Cl (stereo unspecified) | 22% |
| N#C/C(=C\c1ccc(-c2ccc(Br)cc2)o1)c1ccccc1 | -2% |
| NS(=O)(=O)c1ccc(N/N=C/c2ccco2)c([N+](=O)[O-])c1 | 5% |
| O=C(CCCSc1nc2ccccc2s1)NCc1ccc(F)cc1 | -9% |
| Cc1oc(-c2ccc(C(=O)NCc3cccnc3)cc2)nc1CS(=O)c1ccccc1 (stereo unspecified) | ? |
| COCCNC(=O)CCCN1C(=O)COc2ccc(C(=O)COc3cc(C)ccc3Cl)cc21 | 46%[activator] |
| O=C(C1CC1)N1C[C@@H]2OCC(=O)N(c3ccccc3)[C@@H]2C1 | 24%[176 µM] |
| O=C(NC1CCCCC1)c1nc(Cc2c[nH]c3ccccc23)no1 | -6% |
| Cc1noc2ccc(-c3ccccc3OCc3ccccc3)nc12 | -23%[176 µM] |
| COc1cccc(N2C(=O)NC(=NC3CCCC3)C23CCN(CC2CCCCC2)C3)c1 (stereo unspecified) | ? |
| C=CCN(CC=C)C[C@@H]1CSCCS(=O)(=O)N1 | 5% |
| CCN1c2cc(C(=O)Nc3cccc(Br)c3)ccc2C(=O)N2CCCCCC21 (stereo unspecified) | -3% |
| CN(C)C(=O)N1Cc2ccccc2OC2(CCN(C(=O)CCC(=O)OC(C)(C)C)CC2)C1 | 1%[6.33 µM] |
| O=C(CCC(=O)c1cccs1)OCC(=O)c1ccc(-c2ccccc2)cc1 | 2% |
| O=C1c2c(nc(CNCc3cccnc3)n2Cc2ccccc2)NCCN1CC1CCOCC1 | 90%[activator] |
| COCCN1C(=O)c2ccccc2C(C(=O)NCCC(C)C)C12CCCC2 (stereo unspecified) | 46%[activator] |
| O=C(Nc1ccc2c(N3CCOCC3)ncnc2c1)c1ccco1 | 78%[activator] |
| O=C1NCCCCCCN(C(=O)c2ccsc2)[C@H]2CCC[C@@H]12 | 38%[activator] |
| CCOc1ccc(S(=O)(=O)N(CC(=O)Nc2cccc(C)c2)c2ccccc2)cc1 | ? |
| CN(Cc1ccccc1)Cc1cc(CC2(NCc3ccc(CO)o3)COC2)no1 | -3%[176 µM] |
| N#C/C(=C/c1ccccc1)C(=O)c1c[nH]c2cc(F)ccc12 | -17% |

A portion of the library; rates above refer to the full screens.
